# OPRM1-OPRD1 inv: inverse agonists of MOR-DOR heterodimerization, primary screen, cell-based, luminescence; Mu-type opioid receptor (Homo sapiens) + Delta-type opioid receptor (Homo sapiens), …; AID 504357, 2011; 340,000 compounds, 0.21% hits; inhibition, % at 9.3 µM; cell-based MOR-DOR heterodimer luminescence, inverse agonism; in the data active = inhibition above about 22%, passing the limit was not always enough;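 also: 0% = cells with DMSO and 100% = wells without cells with DMSO; values of inactives mirror those of a sister screen read the other way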
# Target sequence (P35372 whole entry, looked up): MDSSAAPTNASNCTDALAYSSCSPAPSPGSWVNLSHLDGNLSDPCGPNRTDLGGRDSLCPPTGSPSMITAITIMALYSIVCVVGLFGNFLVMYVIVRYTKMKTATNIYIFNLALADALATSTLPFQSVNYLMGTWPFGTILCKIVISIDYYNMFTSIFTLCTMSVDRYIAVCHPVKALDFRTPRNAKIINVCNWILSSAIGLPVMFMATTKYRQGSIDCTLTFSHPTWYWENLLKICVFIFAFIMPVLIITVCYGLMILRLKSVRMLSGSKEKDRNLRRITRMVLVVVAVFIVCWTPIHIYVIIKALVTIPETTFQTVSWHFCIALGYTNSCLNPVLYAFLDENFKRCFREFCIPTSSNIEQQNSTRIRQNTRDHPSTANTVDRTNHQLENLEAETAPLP
# Target sequence (P41143 whole entry, looked up): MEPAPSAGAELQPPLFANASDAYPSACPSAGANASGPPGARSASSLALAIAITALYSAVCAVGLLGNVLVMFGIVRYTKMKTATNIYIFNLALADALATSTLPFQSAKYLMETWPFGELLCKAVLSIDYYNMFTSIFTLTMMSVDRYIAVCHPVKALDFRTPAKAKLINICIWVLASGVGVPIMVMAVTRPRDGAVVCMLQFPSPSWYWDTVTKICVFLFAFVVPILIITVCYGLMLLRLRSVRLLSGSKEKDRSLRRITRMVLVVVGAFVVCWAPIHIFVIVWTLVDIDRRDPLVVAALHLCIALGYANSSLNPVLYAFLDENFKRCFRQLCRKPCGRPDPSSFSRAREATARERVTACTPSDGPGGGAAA
# HTR5A ag ctr: HTR5A agonists in luminescence cell assay, primary screen, counter-screen for OPRM1-OPRD1 heterodimer agonist project, full-deck HTS | cell-based | 5-hydroxytryptamine receptor 5A (Homo sapiens), P47898 | activation, % at 9.3 µM | 340,000 compounds, 0.61% hits; in the data active = activation mostly above about 9.5%, no sharp cut-off; inactive = mostly below about 7.6%;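 also: 0% = cells with vehicle only and 100% = reference agonist; strong numbers were not always called active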
# PKA-R2B activ: activators of PKA-R2B holoenzyme, primary screen, biochemical, fluorescence polarization, Cy5-IP20, human; PKA-R2B holoenzyme dissociation; R2B truncated from residue 108, S112A mutant; 0% DMSO only, 100% 113 µM cGMP; activation, % at 11.4 µM; 340,000 compounds, 0.079% hits; AID 504700, 2011;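 active = activation above a cutoff set at the mean over all compounds plus 3 SD, cut at about 18% in these data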;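 also: higher means more holoenzyme dissociation and a rise in polarization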
# OPRM1-OPRD1 ag: agonists of OPRM1-OPRD1 heterodimerization, primary screen, cell-based, luminescence | Mu-type opioid receptor (Homo sapiens) + Delta-type opioid receptor (Homo sapiens), … | cells | activation, % at 9.3 µM | 340,000 compounds, 0.3% hits | AID 504326, 2011; in the data active = activation above about 18%;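 also: 0% = vehicle-treated cells and 100% = reference agonist; values of inactives mirror those of a sister screen read the other way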
# Arrestin-AP2 inh: inhibitors of beta-arrestin/AP2 binding, primary screen, biochemical, GPCR trafficking, flow cytometry. FITC-arrestin peptide / GST-AP2 beads; AP2 beta2 appendage carries R879A mutation. beta-arrestin 1 C-terminal peptide binding to AP2 beta2-adaptin appendage (human). 340,000 compounds, 0.31% hits. inhibition, % at 10 µM. AID 504490, 2011;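 active = inhibition above a set limit, near 3 SD of compounds lacking own fluorescence, cut at about 54% in these data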;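 also: plate controls were DMSO wells for no effect and 5 µM unlabelled arrestin peptide for full effect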
#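 System: GST-AP2 R879A bound to glutathione beads, E. coli-expressed. Also added: 50 nM FITC-arrestin peptide. Schedule: compound with beads 12 min RT, then probe 1 h RT. Signal: bead flow cytometry, FITC channel. Read-out basis: percent response.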
# HTR5A inv ag: HTR5A inverse agonists in luminescence cell assay, primary screen, counter-screen for OPRM1-OPRD1 heterodimer inverse agonist project, full-deck HTS | 5-hydroxytryptamine receptor 5A (Homo sapiens), P47898 | HTR5A cell line, inverse agonism | inhibition, % at 9.3 µM | 340,000 compounds, 0.083% hits; in the data active = inhibition mostly above about 23%, no sharp cut-off; inactive = mostly below about 18%;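 also: 0% = cells with DMSO and 100% = no-cell wells with DMSO; some compounds called inactive have numbers as strong as hits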
# DAGLB inh: DAGLB lipase inhibitors, primary screen, biochemical, fluorescence, HTS | Diacylglycerol lipase-beta (Homo sapiens), Q8NCG7 | HEK293T DAGLB membrane lysate, EnzChek fluorogenic substrate | inhibition, % at 5.17 µM | 340,000 compounds, 0.059% hits; in the data active = inhibition above about 34%;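 also: 0% = enzyme with vehicle and 100% = wells lacking enzyme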
# V-ATPase pH: regulators of yeast V-ATPase proton pumping, primary screen, pHLuorin cytosolic pH fluorescence. S. cerevisiae. response, % at 10 µM. 350,000 compounds, 0.37% hits. AID 504577, 2011; in the data active = response mostly above about 7.3%, no sharp cut-off; inactive = mostly below about 5.4%; also: actives read high; inactives centre near 0; some compounds called inactive have numbers as strong as hits; reference of the scale not given here
# Pemphigus Ab inh: inhibitors of pemphigus antibody binding to DSG3, primary screen, biochemical, bead-based, flow cytometry, scFv-GFP. Desmoglein-3 (Homo sapiens), P32926. DSG3-coupled beads, scFv-anti-DSG3-GFP binding; stronger effect = lower value. binding (percent of control), % at 10 µM. 310,000 compounds, 0.48% hits. AID 588358, 2011;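 active = binding more than 3 SD below its plate's average and above zero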; also: some compounds called inactive have numbers as strong as hits
# PKA-R1A activ: activators of PKA-R1A holoenzyme, primary screen, biochemical, fluorescence polarization, Cy5-IP20, bovine R1A, mouse PKAc. cAMP-dependent protein kinase type I-alpha regulatory subunit (Bos taurus) + …. 340,000 compounds, 0.083% hits. activation, % at 11.4 µM. AID 504707, 2011. PKA-R1A dissociation; scaled: DMSO 0%, 113 µM cGMP 100%;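 active = percent activation above the mean of all tested compounds plus 3 SD, cut at about 19% in these data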;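 also: higher means more PKAc released from R1A so a rise in polarization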
# An asterisk follows results filed as active; nt = not tested or not shown; & = joins results of further samples.
SMILES,OPRM1-OPRD1 inv,HTR5A ag ctr,PKA-R2B activ,OPRM1-OPRD1 ag,Arrestin-AP2 inh,HTR5A inv ag,DAGLB inh,V-ATPase pH,Pemphigus Ab inh,PKA-R1A activ
O=C(Nc1ccc2c(c1)OCO2)C1CC(c2ccc(Cl)cc2)=NO1 (stereo unspecified),-2.5,-7.1,-13.7,0.4,-1.7,-7.9,-3.3,-1.4,107.8,-13.1
O=C(c1ccc(CNS(=O)(=O)c2cccc(Cl)c2)cc1)N1CCCC1,9.8,6.5,-16.3,-1.9,32.2,-8.8,-1.1,4.0,104.7,3.9
CC1CCN(C(=O)CCCNC(=O)Cn2cnc3sc4c(c3c2=O)CCCC4)CC1,-2.6,1.6,0.7,0.5,13.5,1.5,-1.0,1.1,99.7,3.2
CCOc1nc(-c2ccccc2Cl)ccc1C#N,-47.8,3.5,-1.5,9.0,5.8,-2.6,-10.0,0.8,96.6,10.7
Cc1cc(NC(=O)c2cccc(N3C(=O)CCC3=O)c2)no1,6.3,-1.3,-3.2,-1.1,2.9,-20.3,2.0,-1.0,96.9,-4.7
CCOC(=O)c1cc2nc(-c3ccccc3)cc(C)n2n1,11.5,1.6,9.8,-2.4,-0.4,-5.9,-1.4,-2.8,101.7,-3.1
Cc1nn(-c2ccccc2)c(Cl)c1C(=O)NCc1cccs1,14.0,2.0,-4.2,-2.7,6.3,-7.3,-0.7,-2.1,98.8,-9.6
CC(C)(C)c1ccc(OC(=O)c2ccc3snnc3c2)cc1,2.9,2.6,7.3,-0.5,4.3,-9.7,-4.5,1.0,127.8,-10.2
Cc1ccc(C(=O)Nc2nnc(CC(=O)N/N=C/c3ccncc3)s2)cc1,2.1,3.3,-0.4,-0.3,-7.0,6.4,-4.9,-1.8,99.9,-3.6
CCn1cc([N+](=O)[O-])c(=O)c2cc(F)c(N3CCOCC3)cc21,13.5,-2.0,-1.8,-3.0,-8.6,7.2,-3.8,-0.9,109.5,-10.8
Cc1ccccc1N(C(=O)c1ccccn1)C(C(=O)NCc1ccccc1)c1ccncc1 (stereo unspecified),-8.0,1.3,-1.6,1.1,4.4,-3.3,-1.6,8.3,nt,6.5
CCCCOC(=O)c1ccc(Nc2ccc([N+](=O)[O-])cn2)cc1,23.7,3.6,-1.8,-4.5,4.8,-9.1,3.0,-0.3,95.0,-1.3
CN(c1ccccc1)S(=O)(=O)c1cccc(C(=O)Nc2cccc(C(=O)NC3CC3)c2)c1,17.7,0.7,-0.2,-3.6,-9.1,16.1,0.1,3.7,106.7,-12.9
COc1ccccc1OCCC(=O)OCC(=O)NC(C)c1ccccc1 (stereo unspecified),-22.8,-3.1,-2.7,3.1,-1.7,8.7,0.6,-0.2,101.1,-0.9
O=C(CSc1cc([N+](=O)[O-])cc(S(=O)(=O)Cc2ccccc2)c1)NC1CC1,-34.0,5.6,-5.1,6.2,25.4,21.8,-0.1,-2.4,103.6,4.7
O=C(NNC(=O)c1ccncc1)Nc1ccc([N+](=O)[O-])cc1,13.6,-1.1,-11.7,-2.9,-4.0,30.5,-1.8,-3.2,110.0,-4.9
COc1ccc2o/c(=N/NC(=O)c3cccs3)c(C(N)=O)cc2c1,19.9,3.9,-0.9,-4.0,28.4,21.2,-1.7,-1.4,91.8,-3.2
O=C(O)/C=C/c1cn(Cc2ccccc2Cl)nc1-c1ccccc1,-2.9,0.8,1.8,0.6,-1.9,1.7,1.8,6.8,92.0,-13.1
CC(=O)C1C(=O)CC(C)(O)C(C(C)=O)C1c1ccccc1 (stereo unspecified),14.0,3.9,-1.0,-2.8,-7.3,-10.4,0.6,-1.2,124.4,-5.0
Cc1cccc(CSC(Nc2ccc(F)cc2)=C(C#N)C#N)c1,-15.7,4.5,-4.7,3.0,-6.7,-3.2,4.7,-0.6,96.3,-11.1
C#CCOCCOCCOCCNc1nc(N2CCN(C(=O)CCCCCCCCCCNC(=O)[C@H]([C@@H](C)CC)n3cc(CCCCCN)nn3)CC2)nc(N2CCN(C(=O)CCCCCCCCCCNC(=O)[C@H](CCCCN)n3cc(CCCC(=O)O)nn3)CC2)n1,0.7,5.3,-10.1,-0.1,-1.9,-9.3,4.0,-9.2,116.4,-1.3
O=C(O)c1cccc2c1C(=O)c1ccc(Cl)cc1S2(=O)=O,15.5,8.7,-15.8,-2.7,2.3,-25.6,0.6,-2.5,96.0,-7.3
CNc1nc(C)c(C(C)(C)C)s1,9.1,-2.2,6.2,-1.8,-2.3,21.0,-1.8,-1.7,98.6,-10.6
Cn1c(=O)c2cc(S(=O)(=O)NC(C(=O)N3CCCCCC3)c3ccccc3)ccc2n(C)c1=O (stereo unspecified),7.1,4.5,-7.7,-1.4,7.3,-12.5,-1.7,5.0,108.7,4.0
CCC(=NOCc1ccccc1)C(=O)NNS(=O)(=O)c1ccc(C)cc1,-6.5,1.4,1.5,1.2,-10.5,-5.1,-1.5,-3.9,89.7,-7.9
CCCCn1c(N)c(N(Cc2ccccc2OC)C(=O)c2sccc2C)c(=O)[nH]c1=O,-19.2,3.3,0.1,2.9,-11.6,-4.1,-3.5,0.9,97.2,5.8
COc1ccccc1NC(=O)C(C)Sc1nnc2ccccn12 (stereo unspecified),4.4,-4.3,-5.0,-1.0,-5.2,10.7,-2.1,-2.6,95.9,1.7
CC1(C)Cc2c(sc3c2C(=O)N(c2ccccc2)C2=NCCCN23)CO1,10.8,1.5,4.0,-2.1,-3.0,-1.8,-3.9,-0.1,101.5,-0.4
Cc1cccn2c(=O)c3cc(C(=O)NC4CCCC4)c(=N)n(CCc4ccccc4)c3nc12,20.1,-1.8,-1.2,-3.8,13.8,4.7,-0.9,1.7,97.5,2.9
Cc1cccc(C)c1NC(=O)CN(c1ccccn1)S(=O)(=O)c1ccc(F)cc1,1.8,2.5,6.5,-0.2,-12.1,-5.7,0.7,-0.8,110.0,-0.9
COc1ccccc1C1(CCNS(=O)(=O)c2ccc(C)cc2)CCOC(C(C)C)C1 (stereo unspecified),-27.3,0.3,-10.1,5.1,15.3,-20.6,-4.8,-1.6,96.3,-9.4
CSc1ccccc1NC(=O)c1ccc2c(c1)CCN2S(C)(=O)=O,8.1,1.4,-6.2,-1.5,0.8,-5.4,-2.5,-2.6,92.8,-0.9
O=C(CN1C2CCC1CC(NC(=O)NC1CCCCC1)C2)NC1CC1 (stereo unspecified),18.4,-2.9,1.3,-3.0,0.0,-8.0,3.6,0.8,105.5,-3.0
CC(=O)Oc1cccc(C(=O)Nc2ccccc2C(=O)N2CCCC2)c1,15.2,-0.4,3.7,-2.9,-4.2,10.8,0.6,-2.0,94.0,2.8
O=C1CCc2cc(NS(=O)(=O)c3ccc(F)cc3)cc3c2N1CC3,-35.4,-1.2,-6.1,5.4,25.4,10.3,0.2,-0.9,106.6,3.0
CCCCNC(=S)NNC(=O)c1nn(C)c(C)c1Cl,17.4,-2.2,-4.8,-2.9,-2.1,6.0,0.6,1.0,104.4,-8.1
CCNc1nc(NCC)n2c(SCC(=O)c3ccccc3F)nnc2n1,10.9,5.6,-0.8,-2.2,4.9,14.1,-2.5,-1.5,94.6,3.2
COc1ccc(CCCC(=O)NC2CCCCC2C)c(C)c1 (stereo unspecified),6.5,2.8,1.1,-1.2,-11.0,5.2,-1.6,-0.9,101.4,-2.2
CCn1nnc2cc(C(=O)Nc3cc(S(C)(=O)=O)ccc3Cl)ccc21,17.1,3.1,0.1,-5.2,-10.4,-11.6,-2.5,1.0,105.6,-10.1
COc1ccc(NC(=O)Nc2ccc3nc(C)c(C)nc3c2)cc1,-33.4,-3.3,-6.9,5.6,0.5,14.9,-3.1,-3.6,103.0,0.8
Cn1c(=O)c(C(=O)CN2CCCCCC2)c(N)n(Cc2ccccc2)c1=O,5.4,0.5,-8.4,-1.1,31.2,-1.3,-2.0,2.9,104.6,-12.3
O=C(O)CCC(=O)NCCn1c(-c2ccccc2)csc1=Nc1ccccc1,-3.6&1.5,-3.8&-7.9,-6.0&3.0,0.7&-0.3,-6.7&44.5,14.7&20.4,1.1&-0.3,0.0&1.1,88.5&101.0,-4.6&3.2
CCOc1cc(C=NN2CCCCCC2)ccc1O,-6.3,-3.2,-6.7,1.2,4.5,12.7,1.9,-1.6,109.8,-9.7
O=C(CSc1nc2ccccc2c(=O)n1-c1ccc(Cl)cc1)c1ccco1,11.7,2.6,-3.2,-2.8,-7.5,25.0,1.1,-1.1,105.8,-5.4
O=C(CCn1c(=O)sc2ccccc21)Nc1nccs1,-0.6,0.1,17.1,0.1,22.5,4.8,-0.8,-3.7,98.2,3.0
O=S(=O)(NN=C1CCCCCCC1)c1ccccc1,nt,nt,-5.8,nt,nt,nt,-0.7,-0.9,101.8,-6.9
O=S(=O)(c1ccc(-c2csc(Nc3ccc(Br)cc3)n2)cc1)N1CCCC1,-13.2,4.7,-7.9,2.4,-16.8,4.3,-2.3,-1.6,116.2,-11.4
Cc1ccc2nsnc2c1S(=O)(=O)N(CCO)Cc1cc2cc3c(cc2[nH]c1=O)OCCO3,-5.9,7.0,-15.9,1.0,22.2,12.4,-2.7,-1.4,97.0,-11.7
O=c1oc2ccccc2c(Nc2cccc3cccnc23)c1[N+](=O)[O-],14.5,2.0,-3.6,-2.5,-21.0,-5.8,5.0,3.0,109.6,-13.1
Cc1noc(C)c1C(=O)N1CCC(Cc2ccccc2)CC1,2.1,-0.4,5.3,-0.4,7.9,-5.3,-1.6,0.7,106.8,6.7
Cc1ccccc1NC(=O)CC1S/C(=N/c2nccs2)N(C)C1=O (stereo unspecified),4.9,2.4,-7.7,-0.9,-1.5,15.8,-1.6,3.7,100.0,-4.9
NC(N)=NS(=O)(=O)c1ccc(NC(=S)NC(=O)c2ccccc2)cc1,7.5,4.0,0.8,-1.4,-4.3,2.9,-3.2,-2.1,102.2,4.6
Cc1cc(C)nc(N2CCC(C(=O)NCc3ccccc3)CC2)n1,8.1,-0.2,-0.2,-1.5,-2.0,-3.6,0.7,-0.9,79.1,3.2
CC(C)(C)NC(=O)CSc1nnc(-c2ccccc2)c(-c2ccccc2)n1,5.6,6.0,5.1,-1.2,-2.9,-22.2,-2.0,-2.5,99.9,-3.9
